Bioassay records deposited in PubChem by several laboratories.
Rin1 Abl inh = blocks binding of human Rin1 to Abl; TR-FRET Rin1/Abl binding, biochemical; inhibition, % at 7.35 µM; hit rate 0.4% among 360,000; P00519+Q13671; in the data active = inhibition above about 5%, passing the limit was not always enough
bovine MsrA act = activates bovine MsrA enzyme | purified bovine MsrA, absorbance read-out | activation, % at 10.6 µM | hit rate 0.3% among 360,000 | AID 602163; in the data active = activation above about 7.5%;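 note: 0% = vehicle and 100% = reference activator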
Tb MetRS inh = blocks T. brucei methionyl-tRNA synthetase activity. inhibition, % at 11.9 µM. hit rate 0.4% among 360,000. purified T. brucei MetRS, ATP depletion, Kinase-Glo luminescence;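 active = inhibition above a per-plate cutoff of the control wells' mean inhibition plus 3 SD, cut at about 5.5% in these data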;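 note: 0% = DMSO wells median and 100% = median of wells with control inhibitor compound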
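Test system – parasite MetRS enzyme · Reagent – substrates ATP, L-methionine and bulk Escherichia coli tRNA · Doses – 11.9 µM compound single dose, 0.9% DMSO · Times – 15 min enzyme-compound preincubation, 2 h reaction, 10 min detection, 25 °C · Signal – Kinase-Glo luminescence, ATP depletion format · Controls – DMSO-only wells as low control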
MsrA inhibitor = inhibits bovine methionine sulfoxide reductase A | hit rate 0.75% among 360,000 | inhibition, % at 15.5 µM | AID 651718 | purified bovine MsrA, absorbance read-out; in the data active = inhibition above about 4.5%;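 note: 0% = vehicle wells with enzyme and 100% = reference inhibitor wells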
CSN inh = blocks human CSN-mediated cullin deneddylation; Q92905; Purified CSN, SCF-Nedd8-OG deneddylation, fluorescence polarization; inhibition, % at 12.5 µM; hit rate 0.38% among 360,000; AID 651999;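 active = pattern-corrected inhibition above about 35%, with an unprinted fluorescence ratio check between 0.5 and 1.5, limit read from the data, passing the limit was not always enough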;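 note: 0% = enzyme with substrate and 100% = substrate without enzyme; some results filed as inactive read as strong as hits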
Target sequence (Q92905 whole entry, looked up, one chain of several): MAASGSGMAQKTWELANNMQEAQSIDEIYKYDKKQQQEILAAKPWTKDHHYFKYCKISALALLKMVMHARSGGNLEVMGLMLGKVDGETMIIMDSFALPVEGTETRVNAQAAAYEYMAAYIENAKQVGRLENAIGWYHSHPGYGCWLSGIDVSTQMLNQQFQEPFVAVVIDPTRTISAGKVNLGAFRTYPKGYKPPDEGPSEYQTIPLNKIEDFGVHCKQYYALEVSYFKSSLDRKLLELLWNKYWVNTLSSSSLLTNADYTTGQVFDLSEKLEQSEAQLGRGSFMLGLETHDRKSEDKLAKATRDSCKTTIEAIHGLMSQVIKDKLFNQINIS
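Assay system: purified human Csn5 enzyme expressed in HEK293T cells; Input: 0.24 nM Csn5 enzyme, final concentration; Reagent: 10 nM SCFSkp2-Nedd8OG; Compound dosing: 12.5 µM single point; Times: reaction 90 min, room temperature; Technique: fluorescence polarization readout.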
PABP1 MLLE inh = inhibitors of microRNA-mediated deadenylation, human PABP1 MLLE binding | P11940 | GST-MLLE / FITC-PAM2 fluorescence polarization | inhibition, % at 20 µM | hit rate 0.36% among 360,000 | AID 588489; in the data active = inhibition above about 35%, passing the limit was not always enough;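 note: plate controls were DMSO wells with GST-MLLE for no effect and wells lacking GST-MLLE protein for full effect; some results filed as inactive read as strong as hits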
Neddylation inh = blocks human cullin neddylation; P61081+Q13564; hit rate 0.58% among 360,000; TR-FRET cullin neddylation, biochemical; calls only at 25 µM; in the data active = inhibition above about 36%
Target sequence (P61081 whole entry, looked up): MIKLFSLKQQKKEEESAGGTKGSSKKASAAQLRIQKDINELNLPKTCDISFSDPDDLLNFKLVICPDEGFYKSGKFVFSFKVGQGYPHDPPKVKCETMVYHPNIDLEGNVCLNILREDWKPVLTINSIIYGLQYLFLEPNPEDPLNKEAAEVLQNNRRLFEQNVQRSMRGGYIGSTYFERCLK
Target sequence (Q13564 whole entry, looked up): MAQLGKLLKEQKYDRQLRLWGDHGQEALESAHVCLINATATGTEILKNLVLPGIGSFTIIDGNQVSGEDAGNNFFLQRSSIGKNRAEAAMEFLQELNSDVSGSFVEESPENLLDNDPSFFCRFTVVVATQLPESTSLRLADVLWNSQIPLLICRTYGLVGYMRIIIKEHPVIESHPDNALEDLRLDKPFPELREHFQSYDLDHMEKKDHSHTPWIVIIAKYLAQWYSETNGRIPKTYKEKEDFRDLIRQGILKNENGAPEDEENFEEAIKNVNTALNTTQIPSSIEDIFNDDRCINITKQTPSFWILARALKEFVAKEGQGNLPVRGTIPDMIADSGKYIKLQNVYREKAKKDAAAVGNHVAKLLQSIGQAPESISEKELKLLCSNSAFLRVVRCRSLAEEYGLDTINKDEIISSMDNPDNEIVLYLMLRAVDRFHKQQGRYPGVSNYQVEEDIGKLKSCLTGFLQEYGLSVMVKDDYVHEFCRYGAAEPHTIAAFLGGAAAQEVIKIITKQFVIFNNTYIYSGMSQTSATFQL
eLon inh = E. coli protease La inhibition. P0A9M0. purified E. coli Lon protease, fluorescence polarization. inhibition, % at 7.94 µM. hit rate 0.42% among 360,000. AID 602123; in the data active = inhibition above about 13%, passing the limit was not always enough;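 note: 0% = enzyme with probe and DMSO and 100% = no enzyme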
FAS TE block = FAS thioesterase (human) inhibition; hit rate 0.67% among 360,000; AID 602261; P49327; inhibition, % at 15 µM; recombinant FAS-TE, OMFH fluorogenic substrate, fluorescence endpoint;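 active = compounds whose normalised, plate-corrected inhibition of enzyme fluorescence in the single-dose primary screen is 50% or more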;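 note: 0% = DMSO with enzyme and 100% = substrate without enzyme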
Starred values were filed as active, the others as inactive; i = inactive; . = no result given; + = active, no number; & = joins results of further samples; ! = not confirmed by another sample. These rows are one share of the data. The share of hits here may be higher or lower than overall.

SMILES | Rin1 Abl inh | bovine MsrA act | Tb MetRS inh | MsrA inhibitor | CSN inh | PABP1 MLLE inh | Neddylation inh | eLon inh | FAS TE block
c1ccc(OCC2CO2)cc1 (configuration not stated) | 0 | -2 | -0.2 | -0.4 | 0 | 2 | i | 8 | -2
O=[N+]([O-])c1ccc2c(c1)Cc1cc(O)ccc1-2 | -1 | 2 | -0.1 | 1.6 | -2 | -2 | i | -15 | 20
COC(=O)C1=C(c2ccc(Cl)c(C(F)(F)F)c2)C[C@@H]2CC[C@H]1N2C(=O)NCCCOC(C)C | 1 | -5 | -0.4 | . | -1 | -8 | i | 9 | 2
CCC1(O)CCC2C3CCC4=CC(=O)CCC4C3CCC21CC (configuration not stated) | 1 | -1 | 0.0 | -0.8 | -1 | -7 | i | -1 | 2
O=c1cccc2n1C[C@H]1C[C@@H]2CN2CCCC[C@@H]12 | -3 | -9 | -0.1 | 0.0 | -2 | 5 | i | -8 | -6
O=C(c1cccs1)N1C2CCC1CC(O)(c1cccnc1)C2 (configuration not stated) | 6 | -9 | -1.4 | -0.8 | 5 | 5 | i | -6 | -16
O=C1NCN(c2ccccc2)C12CCN(C(CCc1ccccc1)c1nnnn1C1CCCC1)CC2 (configuration not stated) | 6 | 0 | -0.1 | 0.9 | 2 | -8 | i | 3 | 13
COc1ccccc1-n1c(/C=C/c2ccc(O)cc2)nc2ccccc2c1=O | 4 | -2 | -1.1 | 4.6* | 12 | -19 | . | -16 | 5
CCCN(CCC)C1CCc2cccc(O)c2C1 (configuration not stated) | -2 | -2 | -1.3 | -1.4 | 1 | -10 | i | -5 | -2
O=C1CN=C(c2ccc(Br)cc2)c2oc3ccccc3c2N1 | 2 | -11 | -0.9 | -1.2 | 3 | 2 | + | 3 | -6
C/C(=N\N1CCCCCC1)c1c(O)n(-c2ccc(Cl)cc2)c(=O)[nH]c1=O | -1 | -9 | -1.0 | -0.3 | -1 | -4 | i | 4 | 0
COc1cccc(C(=O)C2CCCN(Cc3ccon3)C2)c1 (configuration not stated) | 4 | -4 | -0.1 | 1.2 | -7 | 4 | i | 0 | -2
O=C(NCC1=C(c2ccc3ccccc3c2)C[C@@H]2CC[C@H]1N2Cc1ccco1)c1cccnc1 | -2 | 0 | -0.9 | -0.1 | 3 | 4 | i | -2 | -6
Cc1cccc(-n2c(O)c(C=NCCN3CCCCC3)c(=O)[nH]c2=O)c1 | -5 | -6 | -0.9 | 0.2 | 2 | -2 | i | -11 | -2
CC(=Nc1ccccc1N)c1c(O)n(C)c(=O)[nH]c1=O | 1 | -6 | -3.2 | -0.4 | 0 | 4 | i | -10 | 1
CN1C(=O)C(=Cc2sc(=O)n(-c3ccccc3)c2N(C)C)C(=O)N(C)C1=O | -1 | -4 | 0.5 | 0.5 | 19 | -116 | i | -118 | -7
Fc1ccccc1CNCCc1ccc2c(c1)OCO2 | 3 | -3 | 1.9 | 0.5 | 3 | -2 | i | -7 | -4
Cc1nc2cc(F)ccc2n1C1CCN(Cc2nnnn2CCc2ccccc2)CC1 | -2 | -5 | -0.7 | -0.4 | 0 | 4 | i | -3 | 12
Cc1ccc(NC(=O)c2snnc2C)cc1Cl | 0 | -6 | -0.4 | -0.7 | 1 | 1 | i | -6 | -1
COC(=O)c1cncn1C(C)c1ccccc1 (configuration not stated) | 4 | 0 | 0.2 | -1.0 | 4 | -6 | i | 7 | -6
CCC(=O)Nc1cc(C(=O)N2CCC3(CC2)OCCO3)ccc1S(=O)(=O)c1ccc(C)cc1 | -4 | 0 | 0.0 | -0.3 | -4 | 8 | i | -3 | -8
CCC1C(c2cc(OC)c(OC)c(OC)c2)c2cc3c(cc2OC1N1CCCC1)OCO3 (configuration not stated) | 1 | 1 | -0.4 | -0.9 | 1 | -11 | i | 6 | 14
CCN1C(=O)C(=Cc2ccc(N3CCOCC3)o2)C(=O)N(CC)C1=S | -5 | -1 | -0.1 | 0.4 | 106* | -158 | i | -148 | -4
COc1ccccc1N1CCN(Cc2ccc(Br)cc2)CC1 | 4 | -3 | -0.5 | -0.3 | -1 | -6 | i | 5 | 15
CC(=O)c1c(C)[nH]c(C(=O)N2CCC3(CC2)OCCO3)c1C | 0 | -11 | -0.8 | 0.2 | 0 | 9 | i | -7 | -14
O=c1[nH]c(=S)n(-c2ccccc2)c(O)c1/C=N/N1CCOCC1 | 2 | -1 | 0.0 | 3.9 | 2 | 10 | i | -9 | -12
CNC(C)(C)Cc1ccccc1 | 1 | -2 | -0.1 | 2.1 | -1 | 2 | i | 5 | 0
O=C(CF)NC(NC(=S)Nc1cccc([N+](=O)[O-])c1)C(Cl)(Cl)Cl (configuration not stated) | 3 | -3 | -0.6 | -0.4 | -4 | 13 | i | -3 | 41
CNC(=O)Oc1cccc(-c2cn3cc(OC(=O)NC)ccc3n2)c1 | 2 | -15 | -0.2 | 1.1 | -3 | 21 | i | 35* | -6
CCN(CC)S(=O)(=O)c1cc(NC(=O)C(C)N2CC=C(c3ccccc3)CC2)ccc1C (configuration not stated) | -1 | -3 | -1.0 | 0.9 | -5 | -26 | i | 1 | 28
CN1/C(=C\C=C2C(=O)NC(=O)NC2=O)C(C)(C)c2ccccc21 | -22 | -3 | -0.7 | -1.1 | 155 | -148 | i | -437 | -47
COc1ccc(CNCCc2ccc3c(c2)OCO3)c(OC)c1OC | 2 | -6 | -1.3 | -0.3 | 3 | -10 | i | 5 | -2
COC(=O)c1ccccc1OP(=O)(c1cccc([N+](=O)[O-])c1)c1cccc([N+](=O)[O-])c1 | -1 | -3 | -0.8 | 0.0 | 3 | -1 | i | 14 | 4
COC(=O)C1=C(c2ccccc2OCc2ccccc2)C[C@@H]2CC[C@H]1N2C(=O)NCCCOC(C)C | 4 | 0 | -0.3 | -0.9 | -8 | -1 | i | 2 | 0
C[C@]12CC[C@H](O)CC1=CCC1C2CC[C@@]2(C)C1CC[C@@H]2OCc1ccccc1 (some centres not stated) | -3 | -3 | -0.1 | 0.1 | 1 | -18 | i | 4 | -4
CCN1C(=O)N(CC)C(=O)C2(Cc3ccccc3N3CCN(c4ccccc4)CC32)C1=O (configuration not stated) | 1 | -8 | -0.4 | 1.3 | 1 | 9 | i | 1 | 14
COc1ccc(OC)c(-n2c(O)c(C=Nc3c(C)n(C)n(-c4ccccc4)c3=O)c(=O)[nH]c2=S)c1 | 2 | -2 | 0.3 | 2.1 | 10 | -22 | i | -75 | -4
C/C(=N/O)c1ccc2ccc3ccccc3c2c1 | -3 | -1 | 0.6 | -0.3 | -1 | -1 | i | -2 | 12
CC(=O)Nc1ccccc1C(=O)OCC(=O)c1ccccc1Cl | -1 | -12 | -1.2 | -1.1 | 6 | 3 | i | -1 | -2
Cc1ccc(-n2c(O)c(C=NCCN3CCNCC3)c(=O)[nH]c2=S)cc1 | 0 | -2 | -1.0 | 4.6* | 1 | 27 | i | -10 | -8
O=C1NC(=O)[C@]2(Cc3ccccc3N3CCN(c4ccccc4)CC32)C(=O)N1c1ccccc1 (some centres not stated) | 1 | -3 | 0.5 | 2.8 | 3 | 6 | i | 2 | 8
CCN(CC)C(=O)c1ccc(NC(=O)c2c(C)noc2C)cc1 | 2 | -14 | 0.0 | -0.5 | 0 | -26 | i | 10 | -5
Nc1cccc(N=Cc2c(O)n(Cc3ccc(F)cc3)c(=O)[nH]c2=O)c1 | 0 | -5 | -1.0 | 1.0 | 2 | 1 | i | -25 | -2
COc1ccc(-n2c(O)c(C(C)=NC3CC3)c(=O)[nH]c2=O)cc1 | 0 | -1 | -0.8 | 0.1 | 3 | -2 | i | -5 | -5
COC(=O)C1=C(c2cccc(OC)c2OC)C[C@@H]2CC[C@H]1N2C(=O)N1CCCC1 | -2 | -2 | -0.3 | 0.0 | -3 | -10 | i | 4 | -13

Full records, looked up by structure. Screens in order: Rin1 Abl inh | bovine MsrA act | Tb MetRS inh | MsrA inhibitor | CSN inh | PABP1 MLLE inh | Neddylation inh | eLon inh | FAS TE block
Entry for COC(=O)c1ccccc1OP(=O)(c1cccc([N+](=O)[O-])c1)c1cccc([N+](=O)[O-])c1 → -1 | -3 | -0.8 | 0.0 | 3 | -1 | i | 14 | 4
Entry for O=C1NC(=O)[C@]2(Cc3ccccc3N3CCN(c4ccccc4)CC32)C(=O)N1c1ccccc1 (some centres not stated) → 1 | -3 | 0.5 | 2.8 | 3 | 6 | i | 2 | 8
Entry for C[C@]12CC[C@H](O)CC1=CCC1C2CC[C@@]2(C)C1CC[C@@H]2OCc1ccccc1 (some centres not stated) → -3 | -3 | -0.1 | 0.1 | 1 | -18 | i | 4 | -4
Entry for Nc1cccc(N=Cc2c(O)n(Cc3ccc(F)cc3)c(=O)[nH]c2=O)c1 → 0 | -5 | -1.0 | 1.0 | 2 | 1 | i | -25 | -2

The results go on:
SMILES | Rin1 Abl inh | bovine MsrA act | Tb MetRS inh | MsrA inhibitor | CSN inh | PABP1 MLLE inh | Neddylation inh | eLon inh | FAS TE block
CCCn1cc(CN2CCCC(C(=O)c3cccc(OC)c3)C2)c(C)n1 (configuration not stated) | 4 | 0 | 0.3 | -0.2 | -1 | -2 | i | -10 | 2
Cc1cc(S(=O)(=O)NCc2ccccc2)ccc1OCC(=O)N1CCN(C)CC1 | 6 | -1 | -0.3 | -0.6 | 2 | 14 | i | -5 | -5
NC(=O)c1cn(C2OC(CO)C(O)C2O)c2ncnc(N)c12 (configuration not stated) | 3&4 | -3&-1 | 5.9*! | -0.3&0.7 | -3&-2 | -6&6 | i | -7&-1 | -6&-4
CCC(=NCc1ccco1)c1c(O)n(-c2ccc(Cl)cc2)c(=O)[nH]c1=O | 2 | -12 | -1.6 | 1.2 | 0 | -4 | i | -9 | 0
C=CCn1c(O)c(C(C)=NC2CC2)c(=O)[nH]c1=O | 1 | 3 | -0.3 | -1.0 | -2 | 8 | i | -9 | -8
COc1cc(OC)cc(C(=O)NC(=S)N2C[C@H]3C[C@H](C2)c2cccc(=O)n2C3)c1 | -2 | -2 | 0.2 | 0.0 | -1 | 35 | i | -3 | -3
CN1CCC2(CC1)C(C#N)=C(N)NC(S)=C2C#N | -2&-5 | -3&-3 | -0.4&-0.3 | 1.0&0.2 | 7&6 | -70&-19 | i | -78&13 | -13&-11
CCCCN1C(=N)C(CC)(CC)C(=O)NC1=O | 2 | -6 | -0.8 | -0.7 | -5 | 4 | i | 6 | -4
CS(=O)(=O)N1CCCC(C(=O)N2CCC3(CC2)OCCO3)C1 (configuration not stated) | -5 | -2 | -1.2 | 0.5 | -6 | -11 | i | -9 | -4
ClC(Cl)=C(c1ccc(Cl)cc1)c1ccc(Cl)cc1 | -1 | 3 | -0.2 | -1.6 | -3 | -16 | i | -4 | 33
O=C(Cc1cccs1)N1Cc2ccccc2-n2nncc2C1 | 1 | -3 | -1.6 | 1.2 | 26 | -27 | i | -7 | -3
O=C(c1cc(Cl)cc(Cl)c1)N1Cc2ccccc2-n2nncc2C1 | 0 | 1 | -1.2 | -2.1 | 0 | 13 | i | 6 | -5
CCN1CCN(Cc2ccc(OC(F)(F)F)cc2)CC1 | 0 | -3 | -0.2 | 0.9 | 7 | 0 | i | -2 | -5
COCc1cc(OC(=O)N(C)C)nc2c1c(C)nn2C | 1 | -3 | -0.4 | 1.9 | -4 | -2 | . | -4 | -7
COc1ccc(-c2nc3ccccc3c(=O)n2-c2ccc(OC)cc2)cc1 | -2 | -1 | -0.8 | -1.3 | -6 | -11 | i | 2 | 4
CCCCn1c(O)c(/C(CC)=N/N2CCCCC2c2cccnc2)c(=O)[nH]c1=S (configuration not stated) | -2 | -10 | -1.2 | 1.6 | 6 | -34 | i | -2 | 5
